Screening results: PubChem BioAssay, Broad Institute
PGC1a acetyl inh – PGC1a acetylation modulation, inhibitor mode; inhibition, % at 15.6 µM; U2OS PGC1a acetylation, AlphaScreen anti-acetyl-lysine; with virally co-expressed GCN5 acetyltransferase; 350,000 compounds, 0.17% hits;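 active means every replicate shows inhibition of at least 40%; inconclusive means mean inhibition at least 40% but some replicate below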;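 further: 0% = neutral control wells and 100% = positive control wells; some results beyond the cut were filed as inactive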
S100A4 MyoIIA – S100A4-myosin IIA interaction inhibition. inhibition, % at 10.7 µM. P26447. AID 652163. 360,000 compounds, 0.14% hits. S100A4/TAMRA-MyoIIA peptide fluorescence polarization;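 active means mean inhibition of at least 70% across replicates, with every replicate also reaching that level; inconclusive means mean inhibition reaches 70% but some replicates fall short; inactive means mean inhibition below 70%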
Target sequence (P26447 whole entry, looked up): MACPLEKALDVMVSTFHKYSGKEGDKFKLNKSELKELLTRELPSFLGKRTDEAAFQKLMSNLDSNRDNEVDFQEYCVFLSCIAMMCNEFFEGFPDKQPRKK
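Assay system: human S100A4 monomer with TAMRA-labelled myosin IIA peptide / Buffer or medium: Calcium-containing HEPES buffer, pH 7.2 / Reagent: TAMRA-labelled myosin IIA heavy-chain peptide probe, 5 nM / Compound: one dose per compound / Timing: polarization read 5 min after assay mix addition, stable 5–60 min / Benchmarks: neutral control DMSO, positive control TFP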
ERAP1 HTS inh – inhibitors of human ERAP1 aminopeptidase; recombinant ERAP1, Leu-AMC fluorescence, 60 min; inhibition, % at 10.7 µM; 340,000 compounds, 0.15% hits;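 active means mean replicate inhibition of at least 30%, or all replicates individually reaching that 30% level; inactive means mean below 30% and not every replicate reaching it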;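 further: 0% = neutral control wells and 100% = L-leucinethiol positive control wells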
Xi reactivation – reactivates the inactive X chromosome in mouse fibroblasts. AID 743238. 360,000 compounds, 0.055% hits. activation, % at 7.58 µM. XiGFP mouse fibroblasts, % GFP-positive cells imaging, 3 d; cells co-treated with 5-aza-dC sensitizer; scaled so ellipticine positive control = 100%;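 active means mean normalized replicate activation at least 10% and every replicate at or above 10%; inconclusive means only one of the two criteria met; inactive means mean below 10% and not all replicates reach 10%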;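 further: 0% = median of on-plate neutral control wells and 100% = ellipticine 6 µM median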
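Material: SV40-immortalized XiGFP fibroblast cells, line 68-5-11 | Buffer or medium: DMEM containing 5-aza-dC | Dosing: One concentration, pinned | Times: 3 d treatment, 15 min room-temperature fixation | Controls: Ellipticine 6 µM positive control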
Statin myotox sup – protects C2C12 myotubes from simvastatin toxicity. ATP luminescence, 48 h; scaled: DMSO 0, geranylgeraniol control 100. rescue of ATP level, % at 7.49 µM. 330,000 compounds, 0.78% hits. AID 602340;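 active means mean ATP rescue above about 67%, or every replicate alone reaching that limit, limit read from the data, passing the limit was not always enough; inconclusive means no clear call, values can overlap the other calls; inactive means mean under the limit and some replicate under it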;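 further: myotubes were challenged with 10 µM simvastatin during compound exposure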
LGR2 antag – blocks bursicon-induced cAMP signaling via Drosophila LGR2; HEK293 LGR2, CRE-luciferase, bursicon-stimulated, 4 h; inhibition, % at 9.99 µM; 380,000 compounds, 0.35% hits; AID 720647;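 active means drop in luminescence signal, shown as inhibition above about 50% in the replicate tests, limit read from the data, passing the limit was not always enough; inconclusive means probably only some replicates passing the limit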;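 further: agonist challenge used bursicon conditioned medium at about half maximal strength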
Cneo AK release – causes C. neoformans cell lysis. adenylate kinase release luminescence, 4 h; normalised: neutral wells 0, clomiphene wells 100. 360,000 compounds, 0.2% hits. lysis activity, % at 15 µM;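 active means mean lysis activity across replicates of at least 80%, whatever share of replicates individually reach that level; inactive means mean lysis activity below 80%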
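Material: C. neoformans cells; Schedule: 4 h static compound exposure, 37 °C, read 1 h post-reagent; Measured by: adenylate kinase release luminescence; Read-out: signal increase indicating cell lysis; Controls: Clomiphene as positive lysis control.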
SIRT5 inh – inhibitors of human sirtuin-5 desuccinylase; Purified SirT5, succinyl-peptide AMC, trypsin-coupled fluorescence; inhibition, % at 15 µM; 330,000 compounds, 1.1% hits; AID 652115; in the data active means inhibition above about 15%; inconclusive means no clear call, values can overlap the other calls
Target sequence (Q9NXA8 whole entry, looked up): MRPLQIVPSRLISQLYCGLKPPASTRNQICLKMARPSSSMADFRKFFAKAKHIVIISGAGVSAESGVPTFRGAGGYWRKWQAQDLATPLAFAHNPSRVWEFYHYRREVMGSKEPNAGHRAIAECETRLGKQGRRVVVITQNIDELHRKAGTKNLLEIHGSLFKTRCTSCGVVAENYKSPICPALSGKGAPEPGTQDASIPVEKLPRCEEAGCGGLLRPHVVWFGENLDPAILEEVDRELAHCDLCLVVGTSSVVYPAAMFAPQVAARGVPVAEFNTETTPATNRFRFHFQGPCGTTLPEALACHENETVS
Starred values were filed as active, the others as inactive; ? = inconclusive; . = not tested or not shown; & = joins results of further samples.

SMILES | PGC1a acetyl inh | S100A4 MyoIIA | ERAP1 HTS inh | Xi reactivation | Statin myotox sup | LGR2 antag | Cneo AK release | SIRT5 inh
O=C(c1ccncc1)c1ccc(N2CCN(C3CC(=O)N(Cc4ccccc4)C3=O)CC2)cc1 (stereo not drawn) | 9 | . | . | . | 15 | 9 | 0 | .
CC(C)CN(C(=O)COC(=O)c1ccc2c(c1)OCCO2)c1c(N)n(Cc2ccccc2)c(=O)[nH]c1=O | . | -45 | 0 | 0.2 | . | 1 | . | -6
O=C(CSc1nnc(Cc2ccccc2)o1)Nc1cccc(F)c1 | . | -2 | 0 | 0.0 | . | 11 | -1 | -1
C[C@H]1CN([C@@H](C)CO)C(=O)c2cc(C3=CCCCC3)cnc2O[C@@H]1CN(C)C(=O)c1ccccn1 | -4 | 1 | 1 | -0.1 | 29 | -6 | -2 | -1
CCCC(=O)Nc1ccc(OCC(=O)OC)cc1 | 2 | . | . | . | 0 | -8 | -1 | .
Brc1ccc(CN2CC[C@H]3C=CCc4cccc(c43)C2)cc1 | . | -3 | 3 | 0.1 | 7 | -5 | 1 | 3
C[C@H](O)C#Cc1cnc2c(c1)C(=O)N([C@@H](C)CO)C[C@H](C)[C@@H](CN(C)Cc1cncnc1)O2 | 0 | 4 | 0 | 1.1 | 17 | 2 | 47 | 5
CC(NC(=O)c1ccco1)C(=O)N1CC=C(c2ccccc2)CC1 (stereo not drawn) | 8 | -2 | -3 | 0.0 | 3 | -3 | -1 | 1
O=C(Nc1ccccc1)N(c1ccccc1)C1C=CS(=O)(=O)C1 (stereo not drawn) | -1 | -3 | 0 | 0.0 | . | 15 | -1 | -3
C[C@H](CO)N1C[C@H](C)[C@@H](CN(C)C(=O)C2CCC2)Oc2cc(-c3ccc(C(=O)N(C)C)cc3)ccc2S1(=O)=O | -4 | -2 | -1 | -0.6 | 9 | 1 | -8 | -2
CCOC(=O)c1c(C)[nH]c(C=O)c1Cc1cccc(Cl)c1 | 5 | 6 | 1 | 0.0 | 10 | 17 | 1 | -9
COc1ccccc1N(CCC#N)C(=O)COC(=O)CCC(=O)c1ccc(F)cc1 | 1 | 3 | 0 | 0.0 | -9 | 1 | -2 | 2
COc1ccc(-c2cc3nc(C)c(C)c(N4CCN(C(=O)c5ccoc5)CC4)n3n2)cc1 | . | -1 | -2 | -0.1 | -4 | -11 | 0 | -2
Cc1ccc(C)c(N2CN(Cc3cccnc3)CNC2=S)c1 | 3 | 44 | 2 | 0.1 | -17 | . | 1 | .
COc1ccc(CNC(=O)C2CCN(S(=O)(=O)N3CCCC3)CC2)c(OC)c1 | . | 1 | 0 | 0.0 | 8 | -2 | 0 | -2
S=C(NCCc1ccccc1)N/N=C/c1cccs1 | 2 | 1 | -2 | 0.1 | . | . | 48 | -3
O=C(CSc1ccncc1)Nc1ccc2ccccc2c1 | -9 | -8 | -2 | 0.0 | . | 3 | . | -7
C[C@@H]1CN([C@@H](C)CO)C(=O)Cc2cc(NS(=O)(=O)c3cn(C)cn3)ccc2O[C@H]1CN(C)S(C)(=O)=O | -2 | 0 | 1 | 0.4 | -8 | 2 | 0 | -3
CN(C)c1ccc(C2CC(c3cccc(NS(C)(=O)=O)c3)=NN2C(=O)c2ccccc2)cc1 (stereo not drawn) | -15 | -4 | 3 | ? | 0 | 10 | 1 | 3
COc1ccc(OC)c(Nc2nc(N(C)c3ccccc3)nc(N)c2[N+](=O)[O-])c1 | . | 2 | 1 | 0.2 | -34 | 6 | . | 12
CCOC(=O)C(C(=O)OCC)C1N=C(N)N=C2Oc3ccccc3N21 (stereo not drawn) | -2 | . | . | . | 3 | -8 | 1 | .
CNC[C@@H]1Oc2ccc(NS(=O)(=O)c3c(C)noc3C)cc2C(=O)N([C@@H](C)CO)C[C@@H]1C | -3 | 13 | 0 | -0.5 | ? | -10 | 4 | 1
CNc1c(NS(=O)(=O)c2cc(Cl)ccc2OC)c(=O)oc2ccccc12 | . | -6 | 2 | 0.3 | ? | -4 | 1 | 1
CC1=C(C(=O)N(C(C)C)C(C)C)CC(CC(=O)NCC2CCCCC2)C(=O)N1Cc1ccc(C(C)(C)C)cc1 (stereo not drawn) | . | -8 | 2 | 0.0 | . | 5 | . | .
C[C@H]1CN([C@@H](C)CO)C(=O)Cc2cc(NC(=O)Nc3ccc(C(F)(F)F)cc3)ccc2O[C@H]1CN(C)S(=O)(=O)c1ccc(Cl)cc1 | 8 | 2 | -2 | -0.9 | -198 | -11 | . | -4

(list continues)
SMILES | PGC1a acetyl inh | S100A4 MyoIIA | ERAP1 HTS inh | Xi reactivation | Statin myotox sup | LGR2 antag | Cneo AK release | SIRT5 inh
N#Cc1ccccc1N/C=C/C(=O)c1ccc(Cl)cc1 | 0 | 3 | 1 | 0.2 | -22 | 7 | 3 | -2
O=C(COC(=O)/C=C/c1ccc(S(=O)(=O)N2CCOCC2)cc1)NCc1ccc2c(c1)OCO2 | -7 | -2 | 2 | 0.0 | . | 22 | . | 6
N#CCCN(C(=O)COC(=O)c1ccc2ccccc2n1)c1ccccc1 | . | -2 | -3 | 0.3 | 4 | -10 | -2 | 0
COc1ccc(C(=O)Nc2ccccc2)cc1S(=O)(=O)NCc1ccco1 | -6 | 6 | 0 | 0.2 | -3 | -8 | -1 | -1
Cc1onc(-c2c(Cl)cccc2Cl)c1C(=O)N=C(N)N1CCCC1 | 0 | 2 | 2 | 0.4 | -24 | 20 | -1 | -1
CCc1nnc(NC(=O)CSc2nc(-c3ccccc3)nc3ccccc23)s1 | 4 | . | . | 0.8 | . | 9 | 6 | .
CO[C@@H]1CN(C)C(=O)c2cc(NC(=O)c3ccccc3F)ccc2OC[C@H](C)NC[C@@H]1C | -6 | -18 | 2 | -0.3 | 7 | 31 | 0 | -1
CCCN1CCC(NC(=O)C2CCN(C(C)=O)CC2)CC1 | . | 2 | -1 | 0.0 | 7 | -8 | 1 | .
COc1ccccc1N1CCN(C(=O)c2ccc(Cl)c(S(=O)(=O)N3CCCC3)c2)CC1 | 5 | -1 | 3 | 0.1 | -8 | -2 | 1 | -2
O=C(Nc1ccc(Cl)cc1)c1cc(S(=O)(=O)N2CCCCC2)ccc1N1CCOCC1 | 20 | -2 | 0 | 0.3 | 10 | -2 | 0 | .
O=C(COc1ccc(Br)cc1Cl)NC(=S)N1CCc2ccccc21 | 14 | -6 | -4 | 0.1 | 22 | -55 | -3 | 0
C[C@H]1CN([C@@H](C)CO)S(=O)(=O)c2ccc(C#Cc3ccncc3)cc2O[C@@H]1CN(C)C(=O)C1CC1 | -1 | 50 | -10 | 0.2 | -9 | -2 | 13 | 2
C[C@H](CO)N1C[C@H](C)[C@H](CN(C)Cc2ccc3c(c2)OCO3)Oc2ccc(NS(=O)(=O)c3ccc(Cl)cc3)cc2C1=O | 1 | -3 | -1 | 0.1 | 10 | 2 | 0 | 4
COc1ccc(-c2cn(CCC(=O)O)c(-c3ccc(Cl)nc3)n2)cc1 | -5 | -2 | 2 | -0.3 | 5 | 18 | 0 | 2
CCNC(=O)C[C@@H]1CC[C@H]2[C@H](COc3ccc(NC(=O)Nc4cccc(OC)c4)cc3C(=O)N2C)O1 | -2 | . | . | 0.0 | -13 | -3 | -2 | .
Fc1ccc(SCCc2ccncc2)cc1 | -3&-15 | . | . | . | 2 | -7 | 0 | .
COC(=O)c1sc(S(=O)(=O)N2CCCCC2C)c(C(=O)OC)c1C (stereo not drawn) | -10 | -5 | -5 | 0.0 | -7 | . | 0 | 0
COc1cccc(C=NNC(=O)C(C)SC(C)C(=O)NN=Cc2cccc(OC)c2)c1 (stereo not drawn) | -1 | 11 | 1 | 0.0 | 14 | 12 | 2 | -3
Cc1noc(C)c1NC(=O)NCC[C@H]1CC[C@H](NC(=O)Nc2cccc(F)c2)[C@H](CO)O1 | -33 | 3 | -1 | -0.5 | 7 | -2 | 52 | 3
C[C@@H](NC(=O)C[C@@H]1CC[C@@H](NS(=O)(=O)c2cccc(F)c2)[C@@H](CO)O1)c1ccccc1 | 2 | -18 | 1 | 0.2 | 6 | 0 | -4 | -4
COC(=O)CSc1nc(NCC(C)C)nc(N2CCOCC2)n1 | -13 | 1 | -1 | . | -2 | 7 | -2 | 0
CCS(=O)(=O)c1ccc2oc(SCC(=O)Nc3ccc(OC)cc3OC)nc2c1 | . | -1 | -2 | 0.0 | . | 1 | . | -2
CC1(C)Cc2c(c(-c3ccco3)nc3sc4c(NCCO)ncnc4c23)CO1 | . | 3 | -3 | 0.1 | . | -38 | . | 10
O=c1ccsc2ccccc12 | -8 | -3 | 3 | 0.2 | 10 | -9 | 2 | .
CC(=O)CC1(OC(C)=O)C(=O)N(C)c2ccccc21 (stereo not drawn) | -7 | -4 | -4 | 0.0 | . | 8 | . | 0

Further entries follow.
SMILES | PGC1a acetyl inh | S100A4 MyoIIA | ERAP1 HTS inh | Xi reactivation | Statin myotox sup | LGR2 antag | Cneo AK release | SIRT5 inh
CSc1ccccc1-c1nnc(-c2ccc(Cl)cc2)o1 | 1 | . | . | . | -20 | -35 | -2 | .
C[C@@H]1CN([C@@H](C)CO)C(=O)c2cccc(N(C)C)c2O[C@H]1CN(C)C(=O)Nc1ccc(F)cc1 | 3 | 43 | 0 | 0.3 | 3 | 19 | -2 | -8
C=CCSc1nc2ccccc2n2cnnc12 | 7 | -2 | 2 | -0.1 | 16 | -2 | -2 | -1
CC(C)(C)C1CCc2onc(C(=O)N3CCOCC3)c2C1 (stereo not drawn) | 7 | . | . | . | -2 | -9 | 3 | .
O=c1ncn(-c2ccccc2C(F)(F)F)c2ncccc12 | . | -3 | -3 | 0.0 | . | -18 | . | -4
CCOc1ccc2c(c1)C(C)=CC(C)(C)N2 | -2 | -3 | 3 | . | 5 | 12 | 0 | .
O=C(C1CC1)N1CCN(c2ccc([N+](=O)[O-])cc2-n2cccc2)CC1 | -15 | 4 | 8 | 0.3 | . | 12 | . | 8
Cc1ccc(-c2ccccc2[C@H]2[C@@H](C#N)N(C(=O)c3cccc(F)c3)[C@H]2CO)cc1 | -7 | 1 | 0 | 0.2 | . | 2 | . | 2
O=C(c1ccccc1)N(CCO)Cc1cc2cc3c(cc2[nH]c1=O)OCCO3 | 2 | 11 | -5 | 0.0 | . | . | . | -11
COc1cc2c(cc1OC)C(=O)CCC2 | 11 | 0 | -2 | 0.4 | 4 | -12 | -1 | -1
COc1ccccc1CCN1CCCC(CN(C)C(=O)CCC(=O)N(C)C)C1 (stereo not drawn) | -14 | -5 | 4 | 0.0 | 12 | 8 | -2 | 0
C[C@H]1CN([C@@H](C)CO)C(=O)c2cc(NC(=O)CCCN(C)C)ccc2O[C@@H]1CN(C)S(C)(=O)=O | -5 | 41 | 1 | 0.0 | 8 | 0 | 1 | 1

Looked up by structure from above (2):
SMILES | PGC1a acetyl inh | S100A4 MyoIIA | ERAP1 HTS inh | Xi reactivation | Statin myotox sup | LGR2 antag | Cneo AK release | SIRT5 inh
CC(NC(=O)c1ccco1)C(=O)N1CC=C(c2ccccc2)CC1 (stereo not drawn) | 8 | -2 | -3 | 0.0 | 3 | -3 | -1 | 1
C[C@H]1CN([C@@H](C)CO)C(=O)c2cc(C3=CCCCC3)cnc2O[C@@H]1CN(C)C(=O)c1ccccn1 | -4 | 1 | 1 | -0.1 | 29 | -6 | -2 | -1

A portion of the library; the hit share may differ from the screen's.
